ATXN viability: cell viability loss in ATXN counter-screen. S2 cells (HEK-293 line with an ATXN2-luciferase reporter) viability, CellTiter-Fluor protease fluorescence, 24 h. Potency, µM (titrated, usually from 56.7 µM), usual class: cytotoxic. hit rate 0.49% among 400,000. AID 651635; note: potency is the fitted concentration of half-maximal effect; nearly all actives have a fitted effect of over 40% in size
HepG2 tox: kills HepG2 cells in TGF-b inhibitor counter-screen. HepG2 CAGA-GFP viability, ATP luminescence, 18 h. Potency, µM (doses to about 46.1 µM), inactives show at the highest dose activity change, negative = cytotoxicity, actives largely listed as cytotoxic. hit rate 0.76% among 410,000. AID 588856; note: potency is the fitted concentration of half-maximal effect; some results filed as inactive show a strong effect at the top dose
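CellTiter-Glo luminescence gave cytotoxicity after 18 hours at 37 degrees C. The cells were HepG2 CAGA-GFP in 1% FBS DMEM, stimulated with 500 pg/mL TGF-beta after compound addition. %Activity was normalised to no-cell wells (complete cell-killing) and DMSO (no toxicity), and curves were fitted and classified.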
A549 tox: kills or reduces viability of A549 cells in Nrf2 counter-screen. A549 ARE-Fluc cells, CellTiter-Fluor viability, 18-24 h. Potency, µM (doses to about 46 µM), inactives show at the highest dose activity change, negative = cytotoxicity, hits mostly inhibitors. hit rate 0.16% among 390,000; note: potency is the fitted concentration of half-maximal effect; % is set by controls: 0 for no effect and ±100 for the full control effect
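Cytotoxicity counterscreen: CellTiter-Fluor fluorescence was measured in A549 ARE_Fluc cells after 18-24 h of compound exposure in a concentration series. The subsequent BugLite luminescent read reports ARE-luciferase activity.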
Nrf2 ARE act: activates Nrf2 signaling; AREc32 ARE-luciferase reporter (MCF7-derived line), luminescence, 24 h; Potency, µM (doses to about 46.1 µM), for the others: at the highest dose activation, hits mostly activators; hit rate 0.31% among 410,000; note: potency is the fitted concentration of half-maximal effect; % of control where 0% means no effect; nearly all actives have a fitted effect of over 65% in size
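AREc32 cells carrying an ARE-driven firefly luciferase reporter were seeded at 1000 cells/well in OPTI-MEM with 5% FBS, then exposed to compound for 24 hr at 37 deg C. Luminescence was read with Steady-Glo after 30 min at RT.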
EPAC2 agonist: EPAC2 (human) agonism. EPAC2 activation, biochemical qHTS; response scale: 100% = 6.5 mM cAMP response. Potency, µM (titrated, usually from 154 µM), for the others: top-dose activation, actives largely listed as activators. hit rate 0.079% among 360,000. AID 720711; note: potency is the fitted concentration of half-maximal effect; nearly all actives have a fitted effect of over 50% in size
Target sequence (Q8WZA2 whole entry, looked up): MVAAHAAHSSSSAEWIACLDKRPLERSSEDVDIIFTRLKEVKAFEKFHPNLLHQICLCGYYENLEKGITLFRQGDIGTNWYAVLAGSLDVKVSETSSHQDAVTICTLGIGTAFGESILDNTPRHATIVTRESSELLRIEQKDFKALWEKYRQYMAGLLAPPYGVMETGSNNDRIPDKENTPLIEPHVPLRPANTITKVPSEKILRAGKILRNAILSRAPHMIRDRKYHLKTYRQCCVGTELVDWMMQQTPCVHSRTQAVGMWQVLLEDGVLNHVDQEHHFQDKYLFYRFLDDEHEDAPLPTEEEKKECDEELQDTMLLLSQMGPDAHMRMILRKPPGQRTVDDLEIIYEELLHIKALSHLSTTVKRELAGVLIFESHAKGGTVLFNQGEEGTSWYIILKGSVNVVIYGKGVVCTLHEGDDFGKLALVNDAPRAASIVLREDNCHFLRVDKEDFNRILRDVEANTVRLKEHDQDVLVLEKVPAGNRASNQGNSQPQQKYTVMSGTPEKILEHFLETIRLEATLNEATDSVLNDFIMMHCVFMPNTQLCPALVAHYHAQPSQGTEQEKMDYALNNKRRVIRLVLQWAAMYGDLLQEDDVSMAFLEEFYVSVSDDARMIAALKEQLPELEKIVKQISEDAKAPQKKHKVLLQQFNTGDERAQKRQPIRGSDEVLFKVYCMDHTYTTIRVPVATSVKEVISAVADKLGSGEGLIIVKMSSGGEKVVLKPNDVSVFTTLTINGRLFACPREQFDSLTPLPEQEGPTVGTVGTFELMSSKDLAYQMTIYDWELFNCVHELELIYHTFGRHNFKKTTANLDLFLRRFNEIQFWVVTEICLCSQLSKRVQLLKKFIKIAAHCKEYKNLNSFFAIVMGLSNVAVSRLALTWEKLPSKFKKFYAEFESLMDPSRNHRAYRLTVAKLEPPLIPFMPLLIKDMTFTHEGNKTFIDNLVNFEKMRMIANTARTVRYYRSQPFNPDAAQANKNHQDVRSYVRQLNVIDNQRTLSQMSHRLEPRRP
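Nucleotide exchange monitored as fluorescence drop when BODIPY-GDP leaves Rap1B. Reaction: 100 nM EPAC2, 250 nM RAP1B-BODIPY-GDP, 50 uM GDP, room temperature, kinetic read over 30 min. Activity expressed relative to 6.5 mM cAMP.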
IL2 activator: activates IL-2 in a cell-based reporter assay; IL-2 activation reporter assay, cell-based qHTS; stimulated with anti-CD3/CD4/CD28 beads; in transgenic mouse T cells; hit rate 0.065% among 360,000; AID 652025; activation, % (series mostly up to about 46 µM); in the data active = activation above about 50%; inconclusive = mostly about 30% to 49%; note: 0% is about no effect
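Unstimulated transgenic mouse T cells; 60-min compound exposure; bead-based TCR/CD4/CD28 stimulation; 18 h culture, 37 degrees C; dual fluorescence (EGFP, DsRed) plate cytometry.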
ATXN2 expr inh: inhibitors of ATXN2 expression | HEK-293 ATXN2-luciferase reporter, luminescence, 24 h | Potency, µM (top dose mostly 57 µM), inactives show at the highest dose activity change, negative = inhibition, most hits filed as inhibitors | hit rate 0.72% among 360,000 | AID 1745845; note: potency is the fitted concentration of half-maximal effect; % is set by controls: 0 for no effect and ±100 for the full control effect; nearly all actives have a fitted effect of over 55% in size
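qHTS (up to 57 uM final) was run with 24 h compound exposure of reporter cells at 37 °C. Each well was multiplexed: SteadyGlo luminescence measured ATXN2-luciferase expression after a fluorogenic Gly-Phe-AFC viability readout (25 uM final).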
TGFb SMAD3 inh: blocks TGF-b signaling | hit rate 1.2% among 410,000 | AID 588855 | HepG2 CAGA-GFP TGF-b/SMAD3 reporter, GFP fluorescence, 18 h; TGF-beta stimulated, 500 pg/mL final | Potency, µM (highest dose often 46.1 µM), inactives show at the highest dose activity, negative = inhibition, most hits filed as inhibitors; note: potency is the fitted concentration of half-maximal effect; % is set by controls: 0 for no effect and ±100 for the full control effect; nearly all actives have a fitted effect of over 65% in size
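Read-out: total well GFP (ex488/em500-530) summed from mean per-cell fluorescence. Cells: HEPG2 CAGA-GFP, 1% FBS DMEM, 18 h at 37 degrees C with 500 pg/mL final TGF-beta. Unstimulated wells served as the full-inhibition control; stimulated DMSO wells = 0%.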
Nrf2 inh: blocks Nrf2 signaling. A549 ARE-Fluc reporter, luciferase luminescence, 18-24 h. Potency, µM (highest dose often 46 µM), for inactives: at the top dose activity change, negative = inhibition, usual class: inhibitors. hit rate 2.1% among 360,000. AID 504444; note: potency is the fitted concentration of half-maximal effect; % is set by controls: 0 for no effect and ±100 for the full control effect; nearly all actives have a fitted effect of over 60% in size
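Nrf2 function is reported as luminescence of an ARE-controlled luciferase in A549 cells. Compounds were tested at several concentrations, and a CellTiter-Fluor read on the same wells flagged cytotoxicity.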
* hit, by the source's call; i = inactive; ? = inconclusive; . = not tested or not shown; & = joins results of further samples; [ ] = remark or other dose. Unless noted, calls come from the whole dose curve; as a rule, active = well fitted curve in the direction sought with a large enough effect; inconclusive = small, poorly fitted or top-dose-only effect, or another doubt; inactive = no such curve, though single readings can be large; an effect the other way counts as inactive or inconclusive.

structure | HepG2 tox | A549 tox | Nrf2 ARE act | Nrf2 inh | ATXN2 expr inh | TGFb SMAD3 inh | EPAC2 agonist | ATXN viability | IL2 activator
O=C1CSC(c2cn(-c3ccccc3)nc2-c2ccccc2)N1Cc1ccco1 (stereo not drawn) | 1.4% | -12.7% | 14.9% | -12.5% | -8.5% | ? | 3.2% | i | 0.7
COc1ccc(S(=O)(=O)NCC(c2ccco2)S(=O)(=O)c2ccc(C)cc2)cc1F (stereo not drawn) | -6.3% | -0.7% | 25.7% | . | . | ? | . | . | .
CCOC(=O)c1sc(NC(=O)CCCn2nc([N+](=O)[O-])c(Cl)c2C)c(C(=O)OCC)c1C | -3.5% | 3.0% | -0.8% | ? | -3.1% | 16.5% | 5.5% | i | -0.2
O=c1[nH]c(C2CCN(S(=O)(=O)c3ccccc3C(F)(F)F)CC2)nc2c1nnn2Cc1cccc(F)c1 | 4.5% | ? | 1.8% | 23.1µM* | -33.8% | ? | 13.1% | i | 0.7
COC(=O)c1sc2nc(SCc3ccccc3C)n(N)c(=O)c2c1C | 3.2% | 1.5% | -0.4% | 6.8% | -4.7% | -0.6% | -1.6% | i | 0.3
COc1ccccc1CC(O)CC1c2c(cc3c(c2OC)OCO3)CCN1C (stereo not drawn) | -19.1% | 2.4% | -0.2% | 3.8% | ? | -17.2% | 0.8% | i | -2.2
Cc1ccc(N(CC(=O)Nc2ccc(Br)c(C)c2)S(=O)(=O)c2cccs2)cc1 | -9.6% | 7.1% | 0.0% | 10.8% | -3.4% | -14.7% | . | i | .
Cc1ccc(S(=O)(=O)N2CCN(C(=O)c3ccccc3)C2C(C)C)cc1 (stereo not drawn) | -0.2% | 2.8% | -0.6% | 3.9% | 0.0% | 2.0% | 11.3% | i | -0.9
CCOC(=O)c1c(NC(=O)C2C3C=CC(C3)C2C(=O)O)sc2c1CCC(CC)C2 (stereo not drawn) | -38.7% | -3.6% | 2.7% | ? | 4.5% | -9.0% | 2.6% | i | -0.7
Cc1ccc(NC(=O)CN2CCc3cc4c(cc3C2C)OCCCO4)cc1C (stereo not drawn) | -20.8% | -14.6% | -0.2% | 25.9µM* | -11.3% | ? | 13.2% | i | -2.8
NC(=O)c1ccccc1NC(=O)CCN1C(=O)c2ccccc2C1=O | -0.4% | -4.8% | -0.2% | -3.2% | -4.1% | -3.8% | 9.7% | i | -0.7
Cn1cc2c(=O)n(/N=C/c3ccccc3)cnc2n1 | -6.5% | -11.2% | 7.8% | 0.8% | . | 2.5% | 1.1% | ? | 2.5
CCN(CC)C(=O)NC1CC(=O)N(c2ccc(OC)cc2)C1 (stereo not drawn) | -0.5% | 1.1% | -0.1% | 1.6% | 0.0% | -0.1% | 0.9% | i | 0.3
CC(=O)Nc1cccc(NC(=O)CSc2nnc3ccc(-c4ccncc4)nn23)c1 | 5.2% | 0.3% | -0.1% | 3.7% | 4.5% | 7.6% | 3.0% | i | -0.5
COc1ccc(N(C(=O)c2ccc(C)cc2)S(=O)(=O)c2ccc(Cl)cc2)cc1 | -15.3% | -0.7% | 0.1% | ? | -31.4% | -3.0% | . | ? | .
Cc1ccccc1CSc1nc2cc(C(=O)NC3CCCC3)ccc2c(=O)n1Cc1ccccc1 | 2.4% | -0.5% | -0.7% | . | . | 5.5% | . | . | .
COC(=O)c1cccn(CC(=O)c2ccc(Cl)cc2)c1=O | -2.5% | 1.2% | 0.2% | 17.4% | -24.8% | 13.7% | 14.1% | i | 0.5
O=C(CSc1ccccn1)Nc1ccc(F)c([N+](=O)[O-])c1 | -12.0% | -10.0% | 21.7% | -20.2% | 7.5% | -8.4% | 8.0% | i | -0.6
Cc1ccc(-c2cnc(C3CC3)o2)cc1S(=O)(=O)Nc1cccc(C)c1C | 1.8% | 2.0% | -1.1% | . | 2.8% | -1.8% | . | i | .
CCCCOc1ccc(C(=O)NCC(=O)NCC(c2ccc(OC)cc2)N2CCCC2)cc1 (stereo not drawn) | -29.3% | -1.1% | 0.3% | 9.8% | 2.8% | -8.5% | -2.5% | ? | 1.6
CCc1noc(C)c1C(=O)Oc1ccc(N(C)S(=O)(=O)c2ccccc2)cc1 | 0.0% | -9.4% | 2.9% | 16.4µM* | -11.2% | -3.4% | 9.0% | i | -1.2
COc1ccc(S(=O)(=O)NCc2cccnc2)cc1C(=O)NC1CCCCC1 | 11.1% | -3.4% | -1.5% | -11.8% | 0.5% | 17.4% | 4.1% | i | -2.1
CCCc1cnc2c(c1SCC(=O)Nc1ccc([N+](=O)[O-])cc1)c(=O)n(C)c(=O)n2C | -12.1% | -9.4% | -1.0% | . | -5.4% | 0.7% | . | i | .
CCc1nnc(NC(=O)c2nc(SCc3ccc(F)cc3)ncc2Cl)s1 | -10.4% | -6.2% | 1.1% | 15.0% | 7.9% | -10.9% | . | ? | .
Cc1ccccc1NC(=S)NC1CCCC1 | -13.8% | 7.0% | -0.6% | 2.7% | -13.1% | 2.1% | 4.3% | ? | 0.8
O=C(c1ccc(Cl)c([N+](=O)[O-])c1)N1CCN(c2ccccc2)CC1 | -6.9% | -2.0% | 0.2% | -3.2% | -3.2% | ? | 9.8% | i | 3.2
COc1cc(C)c(Br)cc1S(=O)(=O)NCCCN1CCOCC1 | 3.4% | -3.1% | 0.2% | 4.3% | -5.6%[11.3 µM] | -19.5% | 2.3% | i | -0.3
COC(=O)c1ccc(S(=O)(=O)N(CCO)Cc2ccccc2)n1C | 7.0% | -2.7% | -0.6% | ? | 7.6% | 12.4% | -5.3% | i | -0.2
COc1cc2c(cc1OC)C(C)N(C(=O)Nc1cc(C)cc(C)c1)CC2 (stereo not drawn) | -16.8% | -8.4% | -0.9% | 0.8% | . | -22.4% | 2.1% | ? | 0.3
NS(=O)(=O)c1ccc(NC(=O)COc2cccc3ccccc23)cc1 | -6.1% | 1.0% | -0.5% | -14.4% | -1.5% | -3.7% | -7.6% | i | -3.0

Compound profiles, as listed above. Order of values: HepG2 tox | A549 tox | Nrf2 ARE act | Nrf2 inh | ATXN2 expr inh | TGFb SMAD3 inh | EPAC2 agonist | ATXN viability | IL2 activator
Entry for COc1ccc(S(=O)(=O)NCc2cccnc2)cc1C(=O)NC1CCCCC1 : 11.1% | -3.4% | -1.5% | -11.8% | 0.5% | 17.4% | 4.1% | i | -2.1
Entry for Cc1ccccc1NC(=S)NC1CCCC1 : -13.8% | 7.0% | -0.6% | 2.7% | -13.1% | 2.1% | 4.3% | ? | 0.8

Later entries.
structure | HepG2 tox | A549 tox | Nrf2 ARE act | Nrf2 inh | ATXN2 expr inh | TGFb SMAD3 inh | EPAC2 agonist | ATXN viability | IL2 activator
COC(=O)c1sc(-c2cccs2)cc1NC(=O)/C=C/C(=O)O | -19.2% | -6.7% | 15.8µM* | 11.0% | ? | -22.6% | 7.1% | i | -3.4
O=C(CCN1C(=O)c2ccccc2C1=O)NCc1ccc(Cl)cc1 | 12.3% | 3.1% | -0.9% | 4.1% | -20.9% | 25.4% | 11.4% | i | -1.2
CN(Cc1ccccc1)C(=O)C1CCN(Cc2ccc(F)cc2)CC1 | -16.9% | 2.2% | -0.4% | 7.7% | 7.0% | -3.3% | 2.8% | i | 0.0
O=C(CSc1n[nH]c(-c2cccs2)n1)N1CCCCC1 | -6.5% | -12.3% | 2.0% | 9.0% | 14.1% | ? | 6.6% | ? | -0.3
Cc1cccc(N2CCN(C(=O)C(C)n3nc(C)n4c(cc5occc54)c3=O)CC2)c1C (stereo not drawn) | 1.4%&11.6% | -0.4%&6.6% | 0.0%&-0.1% | ? | 3.0%&-18.4% | -6.7%&-5.0% | -1.1% | i | -1.2
NNc1nc(-c2ccccc2Cl)nc2sc3c(c12)CCCC3 | -12.6% | -16.7% | 14.7% | 2.9% | -22.5% | 0.0% | 9.5% | i | -4.1
O=[N+]([O-])c1cccc(-c2nnc(SCc3cccnc3)o2)c1 | 11.8% | 0.3% | 17.1% | 10.7% | . | 4.6% | -0.4% | ? | 1.2
O=C(NCc1ccco1)C1CCCN(S(=O)(=O)c2ccc(Cl)cc2)C1 (stereo not drawn) | -19.3% | -2.6% | 0.0% | 10.9% | 0.1% | -1.3% | 9.4% | i | -0.5
CCOC(=O)C(C)c1nn(C)c(=O)c2ccccc12 (stereo not drawn) | -14.7% | -7.2% | 0.1% | -23.4% | 4.9% | 12.2% | 4.3% | i | -1.6
Cc1nc2ccc(N=NC3=C(O)CCCC3=O)cc2s1 | -3.4% | -6.0% | 2.3% | -1.1% | 0.1% | -0.3% | -5.3% | i | -0.3
CCC(=O)Nc1ccccc1-c1nc2ccccc2[nH]c1=O | -7.0% | 0.0% | 2.6% | 0.9% | 1.5% | 18.4% | 4.2% | i | 4.7
O=C(c1cc(COc2ccc3ncccc3c2)on1)N1CCCC(O)C1 (stereo not drawn) | -11.9% | -7.0% | 3.4% | ? | -1.2% | -7.3% | 14.4% | i | -3.2
Cc1cc(Br)ccc1SCC(=O)Nc1cccnc1 | -19.0% | -0.8% | 1.5% | -17.7% | 4.1% | -26.9% | 3.4% | i | -2.2
C=CCn1cccc(C(=O)Nc2ccc(OC)cc2)c1=O | -12.6% | 7.3% | 4.0% | ? | 16.4% | 10.5% | 3.7% | i | -0.1
CC1CCCN(C(=O)CSc2nnc(-c3cccnc3)n2C2CCCCC2)C1 (stereo not drawn) | 8.4% | -1.5% | -0.5% | 12.0% | 1.7% | ? | 3.8% | i | -3.0
Cc1csc(NC(=O)c2nn(C)c(C)c2[N+](=O)[O-])n1 | 0.2% | -9.4% | 3.6% | ? | 14.1% | 0.0% | -3.3% | i | -0.8

Rows were taken by chance; any-hit rate near 4.3%.
